Screening data: PubChem BioAssay, several laboratories
Wnt act – activators of Wnt/beta-catenin signaling; Wnt/beta-catenin reporter cell assay, activator, plate reader; activation, % at 9.35 µM; hit rate 1.2% among 300,000; in the data active means activation above about 30%, passing the limit was not always enough; inconclusive means no clear call, values can overlap the other calls;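 further: 0% = neutral control wells and 100% = positive control wells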
SR-BI DiI-HDL act – SR-BI HDL lipid transfer activation; CHO ldlA[mSR-BI] cells, DiI-HDL uptake fluorescence, 3 h; 100 = double the neutral-control signal; AID 504775; hit rate 0.096% among 320,000; activation, % at 12.5 µM;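 active means mean replicate activation of at least 60% and every replicate at or above 60%; inconclusive means mean or all-replicate condition met, but not both; inactive means mean below 60% and not all replicates reaching 60%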;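 further: 0% = median plate neutral-control signal and 100% = twice that signal; values of inactives mirror those of a sister screen read the other way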
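Test system: SR-BI-overexpressing, LDLR-lacking CHO cells; Medium: Ham's F12 with 0.5% BSA, HEPES 25 mM, pH 7.4; Schedule: 3 h, 37 °C; Technique: bottom-read fluorescence, 550/595 nm.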
CAL PDZ FP-1 – inhibitors of human CAL PDZ peptide binding. Q9HD26. purified CAL PDZ, TMR-peptide fluorescence polarization, 1 h. inhibition, % at 24.9 µM. hit rate 0.92% among 300,000. AID 602252;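 active means mean inhibition of at least 30% with at least half of replicates also reaching 30%; inconclusive means no clear call, values can overlap the other calls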;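 further: 0% = DMSO neutral control and 100% = excess unlabeled competitor peptide PRC23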
CAL PDZ FP-2 – human CAL PDZ-peptide interaction inhibition. purified CAL PDZ, TMR-peptide fluorescence polarization, 1 h. Q9HD26. hit rate 0.02% among 330,000. inhibition, % at 20 µM. AID 504414;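 active means highest replicate inhibition of at least 40%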;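 further: plate controls were DMSO neutral control wells for no effect and unlabeled competitor peptide control wells for full effect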
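Test system: purified CerCALP PDZ construct; Compound dosing: one concentration, 20 µM compound; Also added: TMR-labelled reporter peptide T*-PRC34 bound in PDZ groove; Read-out: inhibition from polarization loss; Controls: unlabelled peptide and DMSO controls; Signal: FP readout, S and P plane fluorescence; Incubation: 1 h at RT.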
AddAB inh – less growth of phage-infected E. coli with AddAB; hit rate 0.29% among 330,000; E. coli expressing H. pylori AddAB, absorbance growth; inhibition, % at 11.9 µM; in the data active means inhibition above about 12%;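 further: 0% = vehicle wells of infected cells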
Tat transport – E. coli Tat transport inhibition; E. coli MC4100 TorA-mCherry Tat export, fluorescence; hit rate 0.036% among 340,000; inhibition, % at 10 µM;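 active means mean replicate inhibition at least 50% and at least half of replicates individually reaching 50%; inconclusive means only one of the two criteria met; inactive means neither criterion met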;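 further: exported cargo escapes ClpAP degradation while cytoplasmic cargo is degraded and loses fluorescence; 0% = median of neutral control wells and 100% = median of NaSCN control wells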
SR-BI DiI inh – blocks mouse SR-BI lipid uptake from DiI-HDL; inhibition, % at 12.5 µM; hit rate 0.96% among 320,000; ldlA[mSR-BI] CHO cells, DiI-HDL uptake fluorescence, 3 h; AID 488896;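 active means mean replicate inhibition of at least 70% and a set share of replicates each scoring 70 or more; inconclusive means meets just one of the two criteria; inactive means fails both criteria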;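 further: 0% = median of neutral control wells and 100% = median of positive control wells; values of inactives mirror those of a sister screen read the other way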
Target sequence (Q61009 whole entry, looked up): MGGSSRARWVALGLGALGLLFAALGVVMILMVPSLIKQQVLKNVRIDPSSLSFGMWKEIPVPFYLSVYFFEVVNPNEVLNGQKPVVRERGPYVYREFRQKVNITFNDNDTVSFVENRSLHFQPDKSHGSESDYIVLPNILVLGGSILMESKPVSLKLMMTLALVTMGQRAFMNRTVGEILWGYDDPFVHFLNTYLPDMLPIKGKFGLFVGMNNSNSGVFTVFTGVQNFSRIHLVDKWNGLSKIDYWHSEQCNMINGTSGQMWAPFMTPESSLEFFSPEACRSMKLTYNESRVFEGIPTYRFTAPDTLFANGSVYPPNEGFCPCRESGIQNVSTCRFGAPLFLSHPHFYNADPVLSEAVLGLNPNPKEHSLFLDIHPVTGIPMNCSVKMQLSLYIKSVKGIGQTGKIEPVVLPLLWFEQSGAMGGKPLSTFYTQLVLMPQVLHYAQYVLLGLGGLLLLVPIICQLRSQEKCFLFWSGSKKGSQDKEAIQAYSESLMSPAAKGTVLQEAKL
Ecoli viability – reduces bacterial viability in AddAB counter-screen | inhibition, % at 11.9 µM | E. coli V3065 growth, OD600 absorbance, 18 h | hit rate 0.27% among 330,000;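 active means inhibition above the campaign's mean inhibition across all tested compounds plus 3 SD, cut at about 9.9% in these data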;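 further: uninfected addAB+ strain grown without phage in ampicillin broth; 0% = DMSO wells and 100% = ciprofloxacin 0.95 µg/ml wells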
phage Ecoli inh – E. coli growth loss with phage present; AID 651602; inhibition, % at 11.9 µM; hit rate 0.26% among 360,000; growth absorbance; in the data active means inhibition above about 11%
MITF TRPM1 HTS – increases MITF-driven TRPM1 promoter luciferase signal | hit rate 0.75% among 300,000 | SK-MEL-5 TRPM1-promoter luciferase, 24 h; % of positive control, neutral wells = 0 | activation, % at 12.5 µM | AID 588334;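 active means mean activation of at least 80% with every replicate also reaching 80%; inconclusive means mean reaches 80% but some replicate falls short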;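 further: 0% = neutral control wells and 100% = parthenolide positive control wells; values of inactives mirror those of a sister screen read the other way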
The depositor's hits bear a star; ? = inconclusive; . = no result given.

SMILES,Wnt act,SR-BI DiI-HDL act,CAL PDZ FP-1,CAL PDZ FP-2,AddAB inh,Tat transport,SR-BI DiI inh,Ecoli viability,phage Ecoli inh,MITF TRPM1 HTS
Cc1ccc(S(C)(=O)=O)cc1C(=O)OCC(=O)N1CCCC1=O,-2,42,0,-1.5,.,-4,-42,.,1.0,-4
CSCCC(NC(=O)c1ccccc1)C(=O)OCC(=O)NCc1ccco1 (centres undefined),-3,7,-1,0.8,0.5,-5,-7,0.3,0.8,-1
O=c1c2ccccc2nnn1CSc1nnc(-c2cccs2)n1Cc1ccccc1,1,31,-1,-3.3,1.0,1,-31,-0.1,0.9,.
CCn1c(=O)c(C(=O)Nc2ccc(C)cc2)c(O)c2ccccc21,-2,-31,3,-0.6,1.7,6,31,2.2,-0.1,.
Cc1ccc(C(=O)Nc2cccc(S(=O)(=O)N3CCCCC3)c2)cc1[N+](=O)[O-],-4,-71,-4,-0.2,1.6,-2,?,-1.2,0.1,-16
COc1ccc(C(C[N+](=O)[O-])c2c(C)[nH]n(-c3ccccc3)c2=O)cc1 (centres undefined),1,27,-3,.,1.0,-18,-27,0.6,0.7,-16
C[C@]12CC[C@H](O)C[C@@H]1CC[C@@H]1[C@@H]2CC[C@@]2(C)[C@H]1CCC(=O)[C@]21CCCO1,-3,16,1,0.1,-1.1,-1,-16,2.3,3.8,-2
O=C(O)/C=C/c1cn(Cc2ccccc2Cl)nc1-c1ccccc1,2,21,-5,-2.9,0.9,32,-21,-1.3,1.3,-9
CCCc1cc(C(=O)Nc2cc(C)on2)no1,0,28,.,0.0,100*,3,-28,96*,2.4,.
CC1(NC(=O)COc2ccccc2-c2ccccc2)CCS(=O)(=O)C1 (centres undefined),-10,13,-11,-0.1,-0.5,-2,-13,0.3,2.4,-5
COC(=O)c1ccc(-n2nnnc2SCC(=O)Nc2ccccc2C(=O)OC)cc1,.,-4,-1,-0.1,.,-4,4,.,2.9,-1
N#Cc1c(N2CCN(C(=O)c3ccccc3Cl)CC2)nc(-c2ccccc2)c2c1CCCC2,.,-14,-1,-1.0,2.4,12,14,-1.3,1.9,3
CC(=O)NCCc1ccc(S(=O)(=O)N(C)C2CCS(=O)(=O)C2)cc1 (centres undefined),.,-8,2,-0.8,1.6,4,8,2.6,1.8,-8
Cc1noc(C)c1COC(=O)c1csc2c1CCC(C)C2 (centres undefined),2,-30,.,-3.9,0.4,24,30,0.3,-1.0,4
CCOC(=O)c1c(NC(=O)CSc2nnc(CNc3ccc(F)cc3)o2)sc(C(C)=O)c1C,-6,-26,-2,-0.9,2.3,-1,26,-2.6,4.8,.
CCc1ccc(C2CC(=O)N3CN(c4ccccc4)CSC3=C2C#N)cc1 (centres undefined),-2,-1,-3,-1.3,-1.8,2,1,0.2,2.4,.
Nc1nonc1-n1nnc(C(=O)N/N=C/c2c(Cl)cccc2Cl)c1CSC1=NCCS1,1,-26,1,-0.3,3.5,-2,26,-1.4,0.8,3
CC(=O)OC1OCCOC1NC(=S)NCc1ccco1 (centres undefined),2,16,6,-0.3,2.0,-9,-16,2.3,1.8,-7
Cc1cc(C(=O)NCC(C)(C)N2CCOCC2)c(C)o1,-2,7,-4,-3.0,1.7,-9,-7,-0.4,4.6,-8
CN(n1cnc2ccccc2c1=O)S(C)(=O)=O,3,6,-2,-2.0,2.3,-5,-6,0.3,-1.5,2

Entries of single compounds from above. Screens in order: Wnt act	SR-BI DiI-HDL act	CAL PDZ FP-1	CAL PDZ FP-2	AddAB inh	Tat transport	SR-BI DiI inh	Ecoli viability	phage Ecoli inh	MITF TRPM1 HTS
O=c1c2ccccc2nnn1CSc1nnc(-c2cccs2)n1Cc1ccccc1 is listed as 1	31	-1	-3.3	1.0	1	-31	-0.1	0.9	.
CCOC(=O)c1c(NC(=O)CSc2nnc(CNc3ccc(F)cc3)o2)sc(C(C)=O)c1C is listed as -6	-26	-2	-0.9	2.3	-1	26	-2.6	4.8	.

Remaining list, next part.
SMILES,Wnt act,SR-BI DiI-HDL act,CAL PDZ FP-1,CAL PDZ FP-2,AddAB inh,Tat transport,SR-BI DiI inh,Ecoli viability,phage Ecoli inh,MITF TRPM1 HTS
COC(=O)C1=C(C)N(C2CCCC2)C(=O)C1(NC(C)=O)C(F)(F)F (centres undefined),2,.,2,-0.7,4.6,1,.,0.7,1.5,-11
NC(=O)[C@@H]1CCCN1C(=O)c1cc(COc2ccc3c(c2)CCCC3)on1,14,-10,-7,-0.5,.,2,10,.,2.2,18
Cc1cccc(NC2=C(Cl)C(=O)OC2OC(=O)c2ccco2)c1 (centres undefined),0,17,-5,-0.9,4.1,12,-17,1.7,5.2,-8
Cn1c(=O)n(C)c2cc(S(=O)(=O)N3CCCCC3)ccc21,-5,.,.,-0.6,2.1,-8,.,-1.5,0.3,3
COc1ccccc1N(CC(=O)NC1CCCCC1)S(=O)(=O)c1cccs1,0,.,5,-2.9,-2.8,2,.,0.2,2.0,-8
COc1ccc(C(Nc2ccccn2)c2oc(CO)cc(=O)c2O)cc1 (centres undefined),-1,19,-7,-1.3,1.3,-11,-19,2.2,4.4,21
COc1ccccc1C(=O)Nc1ccc(-c2nnn(CC(=O)N3CCOCC3)n2)cc1,6,-63,-1,-1.6,0.7,-9,63,0.8,3.3,13
COc1ccc(CC(=O)N2CCN(c3ccccc3)CC2)cc1OC,-2,4,-2,-0.4,0.0,7,-4,-2.9,4.1,.
c1ccc(CCNC2=NCCCS2)cc1,-1,53,-1,-1.5,2.1,-2,-53,0.3,-1.0,2
Cc1cc(C)c(C)c(S(=O)(=O)Nc2ccccc2C(=O)NCCCN2CCOCC2)c1C,4,.,-12,-0.8,0.8,-4,.,-1.8,-0.5,-2
CCOC(=O)c1ccc(OCCOc2cccc(C)c2)cc1,0,21,-6,-1.4,2.1,0,-21,1.2,-1.0,.
CCn1c(SCC(=O)Nc2ccc(C)cc2)nnc1-c1cnccn1,0,13,-3,-2.1,1.7,-4,-13,1.5,2.0,6
Cc1ccc(S(=O)(=O)NC2CC2)s1,-1,0,-2,0.0,-0.7,1,0,0.0,0.1,-19
O=C(Nc1nc2ccc(F)cc2s1)c1ccccn1,-2,.,.,.,-1.4,.,.,-2.8,-1.4,.
Cc1ccccc1NC(=O)c1cc(S(=O)(=O)N2CCCCC2)cs1,.,-44,-1,0.2,-0.8,-3,44,-2.8,2.3,-1
O=c1ccnc(SCCc2ccccc2)[nH]1,-1,38,.,-0.2,2.9,-1,-38,2.0,-1.8,.
Cc1ccc(C)c(S(=O)(=O)N2CCN(C(=O)CCC(=O)NCc3ccc(Cl)cc3Cl)CC2)c1,-2,-34,.,-1.6,.,10,34,.,2.3,-6
CCOc1cc(S(=O)(=O)NCc2ccccc2)c(OCC)cc1-n1cnnn1,-4,-17,-4,-2.6,2.4,3,17,1.3,3.0,2
Cc1cc(O)c(/C=N/Nc2ccccc2)c(=O)o1,.,15,3,-0.3,2.1,-10,-15,-2.1,1.5,4
CCN(Cc1ccccc1)C(=O)Cn1c(=O)n(CC(=O)N2CCCCC2)c(=O)c2sccc21,1,-8,-5,-0.5,1.8,-3,8,-0.5,1.4,-6

An excerpt from above in order of count of non-hydrogen atoms, ascending:
SMILES,Wnt act,SR-BI DiI-HDL act,CAL PDZ FP-1,CAL PDZ FP-2,AddAB inh,Tat transport,SR-BI DiI inh,Ecoli viability,phage Ecoli inh,MITF TRPM1 HTS
Cc1ccccc1NC(=O)c1cc(S(=O)(=O)N2CCCCC2)cs1,.,-44,-1,0.2,-0.8,-3,44,-2.8,2.3,-1
COc1ccc(C(Nc2ccccn2)c2oc(CO)cc(=O)c2O)cc1 (centres undefined),-1,19,-7,-1.3,1.3,-11,-19,2.2,4.4,21
Cc1cc(C)c(C)c(S(=O)(=O)Nc2ccccc2C(=O)NCCCN2CCOCC2)c1C,4,.,-12,-0.8,0.8,-4,.,-1.8,-0.5,-2

Next part.
SMILES,Wnt act,SR-BI DiI-HDL act,CAL PDZ FP-1,CAL PDZ FP-2,AddAB inh,Tat transport,SR-BI DiI inh,Ecoli viability,phage Ecoli inh,MITF TRPM1 HTS
CC(C)C(C(=O)C=[N+]=[N-])N1C(=O)c2ccccc2C1=O (centres undefined),.,4,-5,.,-1.6,2,-4,-2.4,3.8,-13
N#CC1=C2SCN(c3ccc(F)cc3)CN2C(=O)CC1c1cccc(F)c1 (centres undefined),-1,1,2,0.8,-3.9,2,-1,-2.0,0.0,-10
Cc1ccc(CNC(=O)COc2ccc(S(=O)(=O)N3CCOCC3)cc2)cc1,1,20,.,-0.2,2.2,2,-20,0.2,1.2,-2
O=C(NNC(=O)c1ccccc1O)c1cc2ccccc2o1,6,-145,.,0.2,20*,3,145*,13*,11*,31
CCc1nn(C(C)C(=O)Nc2cccc(C)c2C)c(=O)c2cc3occc3n12 (centres undefined),.,-22,-5,-0.4,3.2,-11,22,1.3,3.4,7
CCSc1nnc(NC(=O)CN(C)S(=O)(=O)c2ccc(F)cc2)s1,-3,8,-3,-2.2,1.1,0,-8,1.3,3.9,-9
O=C(CCc1nc2ccccc2c(=O)[nH]1)NCCN1C(=O)S/C(=C\c2ccc(OC(F)F)cc2)C1=O,-3,-43,-2,-0.7,.,0,43,.,1.4,21
CC1CC(C)(C)NC(=S)N1CCC(=O)N1c2ccccc2CC1C (centres undefined),-3,6,0,0.3,-1.5,0,-6,-0.5,-1.7,-6
CCOC(=O)c1ccc(NC(=O)CSC2=NC(=O)C(CC)C(=O)N2)cc1 (centres undefined),.,22,.,-0.6,2.8,-6,-22,0.2,2.6,-4
CC1(C)CC(=O)C=C(C(=O)N2CCCC(CCC(=O)NCc3ccccc3F)C2)O1 (centres undefined),3,7,0,-1.3,1.2,-1,-7,1.3,1.6,-9
CCNC(=O)CC1C(=O)N(c2ccc(C)cc2)C(=O)N1CCC(C)C (centres undefined),-1,9,-16,-3.6,-0.5,1,-9,-1.5,4.1,4
Cc1ccc(S(=O)(=O)NC2=NCCC2)cc1,.,-9,-6,-1.2,2.3,3,9,0.1,0.1,7
COc1cc2c(C(=O)N(C)c3ccc(F)cc3)cn(C)c(=O)c2cc1OC,4,-21,3,0.0,-2.4,3,21,-2.5,0.9,-4
Cc1ccc(CNC(=O)c2cccnc2)cc1,4,.,.,.,0.0,.,.,-0.4,1.1,.
CC(=O)Nc1ccc(OCCC[n+]2cccc(C(=O)[O-])c2)cc1,-1,13,1,0.7,-1.6,1,-13,-3.3,5.2,10
N#CCCN(Cc1ccccc1)C(=S)Nc1ccccc1,.,21,-1,-3.3,2.7,8,-21,-1.6,1.8,-7
O=C(CN1CCN(C(=O)N2CCOCC2)CC1)Nc1cc(Cl)ccc1Cl,-2,.,-4,-1.2,3.2,-1,.,2.6,2.2,0
